All columns: NCI-60 one-dose screen, growth in % after 48 h at 10 µM unless noted; 100 = growth as untreated, 0 = no growth, -100 = all killed.
SW-620: SW-620 colon cancer; 82,000 tested, 5.2% active
HT29: HT29 colon cancer. 81,000 tested, 7.4% active
COLO 205: COLO 205 colon cancer. 79,000 tested, 7.3% active
HCT-15: HCT-15 colon cancer; 82,000 tested, 5.2% active; AID 1794746
NCI-H322M: NCI-H322M lung cancer | 80,000 tested, 2.7% active | AID 1794733
KM12: KM12 colon cancer cells; 82,000 tested, 5% active
HCT-116: HCT-116 colon cancer | 82,000 tested, 7.3% active
HCC-2998: HCC-2998 colon cancer | 79,000 tested, 4.7% active
SNB-75: SNB-75 CNS cancer; 79,000 tested, 5% active; AID 1794750
Active calls of the source: *; x = no result given; [ ] = remark or other dose. How the source made its calls: active means growth percent below 10; inactive means the rest.

SMILES | SW-620 | HT29 | COLO 205 | HCT-15 | NCI-H322M | KM12 | HCT-116 | HCC-2998 | SNB-75
COC(=O)[C@H](C)Nc1nc(N)nc(N(C)C2CCCCC2)c1C=O | 103 | 106 | 110 | 109 | 123 | 110 | 102 | 128 | 100
O=C(CCOCc1ccccc1)OCc1ccccc1 | 98 | 103 | 108 | 97 | 91 | 107 | 112 | x | 86
CS(=O)(=O)c1ccc(-c2nc3ccccc3n2CC(=O)c2n[nH]c(=S)o2)cc1 | 101 | 100 | 107 | 94 | 93 | 97 | 98 | 98 | 88
O=C(CN1N=C(c2ccc(F)cc2)CCC1=O)Nc1nccs1 | 92 | 87 | 113 | 99 | 100 | 107 | 104 | 98 | 92
C=CCNC(=S)n1nc(SC)c(C(=O)OCC)c1N | 115 | 93 | 104 | 106 | 107 | 97 | 91 | 106 | 100
CC(=O)C1=C(C)NC(SCc2nnc(-c3ccc(Cl)cc3)o2)=NC1c1ccc(F)cc1 (configuration not stated) | 96 | 104 | 108 | 92 | 91 | 98 | 87 | 95 | 83
Cc1nc2ccc(Br)cn2c1-c1nnc(SCCC(C)C)o1 | 98 | 108 | 107 | 94 | 94 | 111 | 97 | 107 | 100
CC1=C(C(=O)Nc2ccccc2)C(c2ccc(-n3cncn3)cc2)n2c(nc3ccccc32)N1 (configuration not stated) | x | 103 | 103 | 101 | 99 | 98 | 96 | 115 | 64
ClC1(Cl)CC1c1ccccc1 (configuration not stated) | 108 | 108 | 110 | 97 | 115 | 102 | 103 | x | 90
COc1ccc(C(C)=O)cc1CSC(=S)N1CCSCC1 | 107 | 103 | 104 | 84 | 92 | 112 | 96 | 104 | 62
C[C@@H](C[C@H](CCOC(=O)N1CCOCC1)c1ccccc1)c1cc2ccccc2o1 | 87 | 89 | 117 | 85 | 70 | 89 | 74 | 96 | 100
C=C1CC[C@@H]2[C@]3(C)COC(c4cn[nH]c4-c4ccc(C)cc4)O[C@@H]3CC[C@@]2(C)[C@@H]1C/C=C1/C(=O)OCC1O (some centres not stated) | x | -6.7* | 13 | -73* | 80 | 39 | -69* | 2.9* | 88
O=C(Nc1ccc(S(=O)(=O)N2CCSCC2)cc1)C(Cl)Cl | 99 | 95 | 123 | 90 | 73 | 89 | 94 | 116 | 84
CCOC(=O)c1csc(NC(=O)c2ccc(N3CCOCC3)c([N+](=O)[O-])c2)n1 | 100 | 108 | 104 | 106 | 102 | 102 | 103 | 102 | 88
O=C(CCN1CCCCC1)c1ccc2ccccc2c1 | 107 | 100 | 112 | 103 | 98 | 102 | 103 | 109 | 94
COc1ccc(C(=O)c2sc3nc(N)c(C#N)cc3c2N)cc1OC | 109 | 107 | 128 | 88 | 101 | 102 | 100 | 104 | 83
CC1=C(C(=O)O)C(C)CC(=O)N1c1ccccc1 (configuration not stated) | 108 | 105 | 107 | 99 | 90 | 102 | 100 | 90 | 90
COc1ccc2c(c1)c(-c1noc(-c3cn(C)c4ncc(Br)cc34)n1)cn2C | 96 | 96 | 94 | 95 | 98 | 100 | 98 | 110 | 96
C[n+]1ccc(/C=N/O)cc1 | 109 | 93 | 102 | 104 | 98 | 103 | 92 | x | 82
Clc1ccc(-c2cc(-c3ccc(Cl)cc3)[o+]c(-c3ccc(Cl)cc3)c2)cc1 | 91 | 74 | 106 | 94 | 100 | 100 | 85 | 99 | 96
O=C1N(CO)C2C(N1CO)N(CO)C(=O)N2CO (configuration not stated) | 90 | 107 | 103 | 99 | 122 | 115 | 101 | x | 101
COC(=O)C1=Nc2ccc(F)cc2/C1=C\c1sc(N)nc1O | 109 | 107 | 113 | 99 | 99 | 93 | 93 | 105 | 51
COc1ccc(Cl)cc1NC(=O)C1CC(=O)Nc2nc(N3CCCCC3)[nH]c(=O)c21 (configuration not stated) | 100 | 97 | 115 | 95 | 98 | 100 | 102 | 112 | 88
C=C(C)[C@@H]1CC[C@]2(C(=O)N3CCN(C)CC3)CC[C@]3(C)[C@H](CC[C@@H]4[C@@]5(C)CCC(=O)C(C)(C)[C@@H]5CC[C@]43C)[C@@H]12 | 73 | 39 | 72 | 62 | 91 | 81 | 31 | 82 | 85
O=c1[nH]c(Nc2ccc(S(=O)(=O)O)cc2)nc2nc(Nc3ccc(NC(=S)Nc4ccccc4)cc3)nc(-c3ccc(O)cc3O)c12 | 107 | 125 | 119 | 105 | 125 | 95 | 109 | 112 | 96
NS(=O)(=O)c1ccc(Nc2nc(Nc3ccccc3)nc(N3N=C(c4ccccc4)CC3c3ccccn3)n2)cc1 (configuration not stated) | 85 | 87 | 88 | 77 | 74 | 74 | 57 | 92 | 82
COc1ccc(/C=N/NC(=O)c2c(N)nn(C)c2Nc2ccccc2)cc1 | 16 | 19 | 36 | 19 | 90 | 28 | 15 | 59 | 35
Cn1cc(-c2nnc(N)nc2-c2cn(C)c3ccc(F)cc23)c2cc(F)ccc21 | 102 | 63 | 107 | 92 | 101 | 91 | 93 | 104 | 64
CCCCCCCCC1CCNCC1 | 91 | 75 | 41 | 86 | 107 | 102 | 76 | 87 | 75
C=CC(=O)OCCCCCCCC | 103 | 124 | 107 | 95 | 117 | 101 | 100 | 104 | 91
COc1ccc(/C=C2\C(=O)N=C3N2N=C(N)N=C(N)N3c2ccccc2)cc1 | 100 | 111 | 113 | 108 | 99 | 103 | 99 | 109 | 95
CNC1C(OC2C(OC3C(O)C(O)C(N=C(N)N)C(O)C3N=C(N)N)OC(C)C2(O)/C=N/NC(N)=S)OC(CO)C(O)C1O (configuration not stated) | 100 | 103 | 110 | 105 | 96 | 100 | 100 | 119 | 83
CCC(CC)COC(=O)c1ccccc1C(=O)OCC(CC)CC | 106 | 107 | 100 | 99 | 107 | 111 | 88 | 111 | 120
COC(=O)C1=CCCCC(N2CCOCC2)=C1C(=O)OC | 101 | 95 | 106 | 99 | 120 | 106 | 109 | 98 | 82
CC(Oc1nc2c(c(=O)n(C)c(=O)n2C)n1C)C1CCCCC1 (configuration not stated) | 107 | x | 92 | 101 | 100 | 89 | 100 | 103 | 85
COc1cc(-c2nc(SC(C)C)nc(Nc3cccc4ccccc34)c2C#N)cc(OC)c1OC | 62 | 45 | 55 | 31 | 90 | 61 | 25 | 84 | 62
NS(=O)(=O)c1ccc(Nc2nc(N/N=C/CCc3ccccc3)nc(Nc3ccccc3)n2)cc1 | 104 | 107 | 105 | 105 | 108 | 109 | 103 | 113 | 112
CCCCCCCCCCCC[n+]1ccccc1 | 11 | 1.5* | -74* | 39 | 56 | -48* | 6.3* | 10.0* | 0.8*
Clc1ccc(SCSc2nc3ccccc3s2)cc1 | 96 | 98 | 123 | 107 | 105 | 112 | 105 | 92 | 109
CN1C(=O)CCC2(c3ccccc3)CC=C(O)C=C12 (configuration not stated) | 98 | 109 | 116 | 106 | 117 | 107 | 107 | x | 90
O=C(O)c1ccc(-n2cc(/C=N/Nc3c(F)c(F)cc(F)c3F)c(-c3ccccc3)n2)cc1 | 101 | 84 | 108 | 81 | 91 | 89 | 72 | 102 | 95
CCCCOc1nc2ccc(C)cc2cc1/C=C/c1cc(/C=C/c2cc3cc(C)ccc3nc2OCCCC)[nH]n1 | 99 | 105 | 106 | 98 | 112 | 102 | 98 | 102 | 106
O=C1Nc2ccccc2/C1=C\c1ccc(OCC(=O)c2ccc(Br)cc2)cc1 | 78 | 83 | 66 | 45 | 88 | 77 | 55 | 85 | 80
Oc1c(CN2CCCCC2)cc(/C=C/c2cc(CN3CCCCC3)c(O)c3ncccc23)c2cccnc12 | 74 | 59 | 87 | 36 | 55 | 61 | 52 | 66 | 74
NC1=Nc2ccc(OC(F)(F)F)cc2SC1 | 101 | 103 | 111 | 99 | 110 | 96 | 83 | 89 | 76
Clc1cccc(I)c1 | 99 | 101 | 114 | 98 | 112 | 112 | 98 | 101 | 90
Cc1ccc(NC(=O)CNC(C)(C)C)cc1Cl | 110 | 88 | x | 101 | 96 | 104 | 84 | 100 | 98
NC[C@@H]1CCN(c2cc3c(cc2F)c(=O)n(N)c(=O)n3Cc2ccc3ccccc3c2)C1 | 96 | 74 | 83 | 65 | 90 | 94 | 68 | 98 | 68
COc1cc2cc(Oc3ccc(NC(=O)Nc4ccc(C(F)(F)F)cc4)cc3)c(C)nc2cc1OC | 75 | 45 | 40 | 75 | x | 64 | 47 | 95 | 41
COc1ccc(Cc2nnc(SCC(=O)Nc3ccc(C)cc3)n2-c2ccc(C)cc2)cc1 | 103 | 113 | 105 | 111 | 99 | 93 | 104 | 102 | 98
CCN(CC)CCCNc1cc(OC)cc2nc3ccccc3nc12 | 33 | 12 | 17 | 66 | 76 | 57 | 28 | 91 | 85
Nc1cccc(C(=O)O)c1 | 100 | 105 | 108 | 107 | 94 | 103 | 103 | 107 | 84
CCCC(CNC(C)=O)(C1=CCCCC1)c1ccccc1 (configuration not stated) | 94 | 93 | 85 | 93 | x | 103 | 87 | 104 | 93
CC1CN(C2CCCCC2)C(=O)NC1=O (configuration not stated) | 102 | 105 | 101 | 104 | 80 | 111 | 101 | x | 93
C[C@H](NC(=O)c1cnc2c(-c3ccc(C(F)(F)F)cc3)cccc2c1)c1ccccn1 | 93 | 68 | 93 | 60 | 59 | 88 | 73 | 84 | 43
O=C(c1ccc(Cl)cc1)c1no[n+]([O-])c1C(=O)c1ccc(Cl)cc1 | 44 | 67 | 107 | 96 | 107 | 88 | 49 | 113 | 98
O=C(/C=C\c1ccc2c(c1)OCO2)/C=C/c1ccc2c(c1)OCO2 | x | 32 | 110 | 11 | 99 | 8.6* | -13* | 41 | 76
CC(C)CC(C(=O)NC1CCCCC1)N1C(=O)c2ccccc2C1=O (configuration not stated) | 101 | 110 | 121 | 101 | 101 | 103 | 116 | 96 | 76
O=C(Cn1cc(CN2C(=O)c3ccccc3S2(=O)=O)nn1)Nc1ccc(Br)cc1 | 94 | 101 | 99 | 101 | 99 | 99 | 92 | 106 | 86
CCOC(=O)CN1C(=O)c2ccccc2C1=O | 110 | 105 | 94 | 99 | 113 | 105 | 113 | 111 | 94
(list continues)
SMILES | SW-620 | HT29 | COLO 205 | HCT-15 | NCI-H322M | KM12 | HCT-116 | HCC-2998 | SNB-75
O=S(=O)(NCCCNc1nccc(-c2c(-c3ccc(F)c(O)c3)nc3sccn23)n1)c1ccc(F)cc1 | 12 | 9.5* | 12 | 6.5* | 6.0* | 10 | 0.8* | 4.7* | 51
COc1cc(/C(=C(\CC(=O)O)C(=O)O)c2ccc3c(c2)OCO3)cc(OC)c1OC | 102 | 105 | 104 | 106 | x | 105 | 103 | 98 | 103
COc1ccc2c(C3(c4c[nH]c5cc(OC)ccc45)C(=O)Nc4ccc(F)cc43)c[nH]c2c1 | 76 | 76 | 86 | 91 | 83 | 48 | 85 | 88 | 57
CC(C)C(=O)Nc1ccc(/C=C2/C=Cc3ccccc32)cc1 | 108 | 74 | 107 | 71 | x | 90 | 95 | 98 | 113
OC(CCc1ccccc1)c1ccccc1 (configuration not stated) | 102 | 102 | 120 | 104 | 121 | 118 | 99 | 105 | 91
COc1cc(-c2ccc3cc(OC)c(OC)c(OC)c3c2)cc(OC)c1OC | 47 | 33 | 55 | 43 | 79 | 38 | 54 | x | 49
CCC1SC(N)=NC1=O (configuration not stated) | 102 | 113 | 109 | 110 | 121 | 107 | 112 | 103 | 97
CN(C)c1ccc(C=C2c3ccccc3-c3ccccc32)cc1 | 68 | 77 | x | 67 | 104 | 70 | 94 | 107 | 86
FC(F)(F)c1cc(-c2nnc3n2NC(=NCC2CC2)CS3)cc(C(F)(F)F)c1 | 99 | 112 | 102 | 108 | 108 | 102 | 104 | x | x
C#CC[C@H](N)C(=O)O | 103[20 µM] | 99[20 µM] | x | 100[20 µM] | 98[20 µM] | 105[20 µM] | 96[20 µM] | 116[20 µM] | 68[20 µM]
Cc1cc(C2=NNC(=O)C(C)c3cc4c(cc32)OCO4)ccc1N (configuration not stated) | 114 | 94 | 110 | 103 | 92 | 99 | 100 | 101 | x
N=c1c(S(=O)(=O)c2ccccc2)cc2c(=O)n3ccccc3nc2n1Cc1ccccc1 | 99 | 102 | 110 | 101 | 78 | 95 | 101 | 102 | 70
C[C@H](O)C(=O)Nc1c(I)c(C(=O)NC(CO)CO)c(I)c(C(=O)NC(CO)CO)c1I | 98 | 96 | 111 | 99 | x | 113 | 103 | 106 | 70
O=C(c1ccccc1)c1ccc2nc(-c3ccc(F)cc3)[nH]c2c1 | 28 | 64 | 86 | 23 | 97 | 65 | 42 | 91 | 82

Gathered by group: the compounds so far containing two or more sulfur atoms (seven)
SMILES | SW-620 | HT29 | COLO 205 | HCT-15 | NCI-H322M | KM12 | HCT-116 | HCC-2998 | SNB-75
CS(=O)(=O)c1ccc(-c2nc3ccccc3n2CC(=O)c2n[nH]c(=S)o2)cc1 | 101 | 100 | 107 | 94 | 93 | 97 | 98 | 98 | 88
C=CCNC(=S)n1nc(SC)c(C(=O)OCC)c1N | 115 | 93 | 104 | 106 | 107 | 97 | 91 | 106 | 100
COc1ccc(C(C)=O)cc1CSC(=S)N1CCSCC1 | 107 | 103 | 104 | 84 | 92 | 112 | 96 | 104 | 62
O=C(Nc1ccc(S(=O)(=O)N2CCSCC2)cc1)C(Cl)Cl | 99 | 95 | 123 | 90 | 73 | 89 | 94 | 116 | 84
O=c1[nH]c(Nc2ccc(S(=O)(=O)O)cc2)nc2nc(Nc3ccc(NC(=S)Nc4ccccc4)cc3)nc(-c3ccc(O)cc3O)c12 | 107 | 125 | 119 | 105 | 125 | 95 | 109 | 112 | 96
Clc1ccc(SCSc2nc3ccccc3s2)cc1 | 96 | 98 | 123 | 107 | 105 | 112 | 105 | 92 | 109
O=S(=O)(NCCCNc1nccc(-c2c(-c3ccc(F)c(O)c3)nc3sccn23)n1)c1ccc(F)cc1 | 12 | 9.5* | 12 | 6.5* | 6.0* | 10 | 0.8* | 4.7* | 51

Screens (PubChem BioAssay)
